RNase H inhibition: RNase H inhibition, HIV 1 Gag Pol polyprotein, FRET biochemical assay, screening (AID 372); HIV-1 RT RNase H, FRET RNA/DNA substrate fluorescence; higher % means a stronger effect; one-dose inhibition, % at 10 µM; IC50 in µM for titrated hits; 100,000 compounds, 0.77% hits; in the data active means inhibition above about 50%
Starred values were filed as active, the others as inactive. Not all compounds are listed, so the mix of outcomes need not match the whole.

SMILES	RNase H inhibition
O=C1NC(=O)/C(=C/c2cccc(OCc3ccc(Cl)cc3Cl)c2)S1	29%
Cc1ccccc1-c1nnn(Cc2ccc(Cl)cc2Cl)n1	30%
COc1ccccc1N1CCN(C(=O)c2ccncc2)CC1	12%
N#Cc1ccc(N=Cc2cccc(O)c2O)cc1	14%
CCC(C(=O)Nc1cccc(Cl)c1Cl)c1ccccc1 (stereo unspecified)	19%
O=c1[nH]c(=S)[nH]c2sc3c(c12)CCN(Cc1ccccc1)C3	18%
Cc1ccc(S(=O)(=O)Oc2ccc(Cl)cc2/C=c2\sc3nc4ccccc4n3c2=O)cc1	10%
CCCC(=O)N1c2c(C)cccc2C(Nc2ccccc2C)CC1C (stereo unspecified)	12%
COc1ccccc1CNC(=O)CC1S/C(=N\N=C\c2ccccc2)NC1=O (stereo unspecified)	12%
O=[N+]([O-])c1ccc(C=Nn2c(-c3ccc(Cl)cc3Cl)n[nH]c2=S)cc1	51%*
O=C(NC(=S)Nc1ccc(-c2nc3ccccc3s2)c(O)c1)c1cccs1	56%*
Cc1ccsc1C1C(C#N)=C(N)Oc2n[nH]c(C(C)(C)C)c21 (stereo unspecified)	31%
CCOC(=O)CSc1nc2sc(C)c(C)c2c(=O)[nH]1	0%
CCOC(=O)c1cnc2cc(-c3cccc(Cl)c3)[nH]n2c1=O	1%
CCOc1ccc(N(CC(=O)Nc2ccc(F)cc2)S(C)(=O)=O)cc1	3%
O=C1NCCN/C1=C\C(=O)c1ccc(F)cc1	1%
CCOc1ccc(NC(=O)c2ccccc2NC(=O)c2cccs2)cc1	14%
CC1=CC(C)C2(CO)COC(c3ccc4c(c3)OCO4)C1C2C (stereo unspecified)	15%
C=CCc1ccccc1OCc1nnc(NC(=O)Nc2ccc(OC)cc2)s1	19%
COc1ccc(NC(=O)c2ccc(C)cc2Cl)c(OC)c1	7%
COc1cc(NC(=O)c2ccc(-c3ccccc3)cc2)ccc1NC(=O)c1ccco1	9%
COc1cc(/C=N/NC(=O)CSc2ccc([N+](=O)[O-])cc2)ccc1OCc1ccccc1C#N	17%
Cc1cc(Br)cc(C)c1NC(=O)c1c(F)cccc1F	10%
COc1ccc(CCNC(=O)CN(c2cc(C)ccc2C)S(=O)(=O)c2ccc(C)cc2)cc1	12%
COc1ccc(C2=C/C(=C/c3ccccn3)C(=O)O2)c(OC)c1	3%
CCOC(=O)c1cc(C#N)c(SCc2ccccc2)[nH]c1=O	5%
COCCOC(=O)C1=C(C)NC2=C(C(=O)CC(c3ccc(Cl)cc3)C2)C1c1ccc(N(C)C)cc1 (stereo unspecified)	19%
Cc1cc(C)c(C(=O)/C=C/c2ccc(C(C)C)cc2)c(=O)[nH]1	9%
Clc1ccc(-c2nc(-c3ccc(I)cc3)[nH]c2-c2ccc(Cl)cc2)cc1	9%
N#Cc1c(-n2ncnc2-c2ccc(Cl)cc2Cl)sc2c1CCCC2	9%
CN(C)c1ccc(C2/C(=C(\O)c3ccc(Cl)cc3)C(=O)C(=O)N2c2cccnc2)cc1 (stereo unspecified)	9%
Cc1cccc(OCCn2cc(/C=N/Nc3ccc([N+](=O)[O-])cc3)c3ccccc32)c1	22%
CCc1ccccc1N(CC(=O)N1CCC(C)CC1)S(C)(=O)=O	3%
CC(Oc1ccc(Cl)cc1Cl)C(=O)N1CCN(C/C=C/c2ccccc2)CC1 (stereo unspecified)	16%
N#C/C(=C/c1ccc(-c2cccc(C(=O)O)c2)o1)C(=O)Nc1ccc(F)cc1	9%
O=C(N/N=C/c1c(O)ccc2ccccc12)C(=O)N1CCCC1	11%
COc1ccccc1N(CC(=O)Nc1ccccc1Cl)S(=O)(=O)c1ccccc1	7%
O=C(Nc1ccc(O)cc1)c1ccc2c(c1)C(=O)N(c1ccccc1-c1ccccc1)C2=O	14%
N#CC1=C(SCC(N)=O)NC(=O)CC1c1ccccc1Cl (stereo unspecified)	20%
CCOc1cc(-c2ccc(OC)cc2)[o+]c2c1ccc1ccccc12	5%
CCOc1ccc(NC(=O)COc2ccccc2)c([N+](=O)[O-])c1	0%
COc1nc(-c2ccccc2)cc(-c2ccccc2)c1C#N	14%
CC(CNC(=O)c1cncc(O)c1)NC(=O)c1cncc(O)c1 (stereo unspecified)	0%
CCOC(=O)c1sc(N/N=C/c2cc(Br)c(O)c(OC)c2)nc1C	22%
N#C/C(=C\c1ccc(-c2ccccc2)o1)C(=O)Nc1ccc(F)cc1	8%
O=C(Nc1ccccc1)Nc1nnc(-c2ccccc2SCc2ccccc2F)s1	34%
Cc1c(N=Cc2cccs2)c(=O)n(-c2ccccc2)n1C	0%
CCOC(=O)C1CCN(C(=O)c2ccc(C#CC3(O)CCCCC3)cc2)CC1	5%
CCOc1cccc(OCCCOc2cccc(C(F)(F)F)c2)c1	11%
CCOc1cccc(NC(=O)/C(C#N)=C/c2cc(C)n(-c3ccc(Cl)c(Cl)c3)c2C)c1	17%
COc1cc(/C=N/NC(=O)COc2ccccc2OC)ccc1O	0%
N/C(=N\OC(=O)c1ccc(I)cc1)c1ccccn1	6%
CCCNC(=O)/C(=C/c1ccccc1)NC(=O)c1ccccc1	1%
Oc1c(Br)cc(Br)cc1C=Nc1cccc(N=Cc2cc(Br)cc(Br)c2O)c1	17%
O=C(CSCc1ccccc1)Nc1cccc2ccccc12	16%
C=C(C)COc1ccc2oc(-c3ccccc3)c(C(=O)O)c2c1	6%
COc1ccc(N(CC(=O)Nc2cc(Cl)ccc2OC)S(C)(=O)=O)cc1	13%
COc1ccc(NC(=O)COc2ccc(OC)cc2)cc1	15%
S=c1[nH]nc(-c2ccccc2)n1/N=C/c1c(Cl)cccc1Cl	12%
Cc1ccc(SCCNC(=O)CN(c2cccc3ccccc23)S(C)(=O)=O)cc1	16%

Continued:
SMILES	RNase H inhibition
O=C1OC2C=CC=CC2C=C1C(=O)N1CCSC1c1ccc2c3c(cccc13)CC2 (stereo unspecified)	13%
O=C(CCN1CCN(c2ccccc2)CC1)Nc1cccc(Cl)c1	14%
O=C(Nc1cc([N+](=O)[O-])ccc1F)c1cccc(F)c1	1%
Cc1ccc(C)c(N2C(=O)C3C4C=CC(C4=C4CCCC4)C3C2=O)c1 (stereo unspecified)	2%
COc1cc(/C=N/NC(=O)/C(=C\c2ccc(N(C)C)cc2)NC(=O)c2ccccc2)cc(OC)c1O	22%
O=[N+]([O-])c1cc(C(F)(F)F)ccc1Sc1ccccn1	7%
O=C(N/N=C/c1ccc(O)c(O)c1)Nc1ccccc1	45%
O=C(COc1ccccc1)N/N=C/c1cc([N+](=O)[O-])cc(Br)c1O	1%
CCc1cccc(C)c1NC(=O)Cn1c(=O)sc2ccccc21	0%
Cc1c(-c2ccccc2)[n+](=O)c2c(n1[O-])CCCCC2	0%
COc1ccc(S(=O)(=O)Nc2ccc(F)c(F)c2)cc1	1%
O=C1NC(=O)N(c2ccc(Cl)cc2)C(=O)/C1=C/c1cccc(Br)c1	8%
CCOc1ccc(N2C(=O)/C(=C\c3ccc(OC)cc3OC)SC2=S)cc1	6%
COc1ccc(OS(=O)(=O)c2cc(C(C)C)c(C)cc2OC)cc1	26%
FC(F)(F)c1ccccc1CN1CCN(Cc2ccccc2Cl)CC1	9%
CN(C)c1ccc(/C=C/C(=O)c2ccc3c(c2)OCCO3)cc1	24%
CC(=O)c1cccc(NC(=O)/C=C/c2ccc(Cl)cc2)c1	4%
COc1ccc(NC(=O)c2cccc(Cl)c2)c([N+](=O)[O-])c1	20%
COc1cccc(C(=O)Nc2ccc(NC(=O)c3ccco3)cc2)c1	18%
CC(Oc1ccccc1Br)C(=O)N/N=C/c1ccc2ccccc2c1 (stereo unspecified)	20%
CC/C(C)=N/NC(=O)C(C)Sc1ccc(Cl)cc1 (stereo unspecified)	13%
Cc1ccc(N2C=NNC(=O)C2)cc1C	4%
COc1ccc(C(=O)Nc2c(C)ccc3nsnc23)cc1	3%
COc1ccc(C(=O)NCc2ccccc2C)cc1	3%
O=C1NC(=S)N(c2cccc(Cl)c2)C(=O)/C1=C\C=C\c1ccco1	7.7µM*
Cc1ccc(S(=O)(=O)/N=C(\c2ccccc2)N(C)C)cc1	0%
CC(=O)Nc1nc(C)c(-c2csc(Nc3ccc(O)cc3)n2)s1	9%
CN(C)c1ccc(/C=N/S(=O)(=O)CCc2ccccc2)cc1	10%
COc1cc(Cl)cc(/C=C2/C(=O)NC(=O)N(c3ccc(C)cc3)C2=O)c1O	0%
CC(Nc1n[nH]c(=O)[nH]c1=O)C(=O)N/N=C/c1ccc(Cl)cc1 (stereo unspecified)	5%
O=C(NCCN1CCOCC1)c1c(Cl)cccc1Cl	0%
O=C(NC(=S)Nc1ccc(-c2nc3ccccc3o2)cc1)c1ccc(Cl)cc1	38%
CCCOc1ccc(C(=O)N2CCC(C)CC2)cc1	2%
C/C(=N/Nc1ccc(F)cc1)c1ccc(N2CCN(CCC#N)CC2)c(F)c1	1%
COC(=O)CC12CC3CC(C1)CC(c1ccc([N+](=O)[O-])cc1)(C3)C2	13%
O=C1CC(c2ccc(Cl)cc2)Sc2nc(-c3ccccc3)nn21 (stereo unspecified)	8%
CC(=O)C1=C(O)C(=O)N(c2cccnc2)C1c1ccc([N+](=O)[O-])cc1 (stereo unspecified)	10%
Cc1cc(/C=C(/C#N)C(=O)NCc2ccccc2)c(C)n1-c1ccc(O)cc1	23%
N=c1n(CCO)c2ccccc2n1Cc1ccccc1Cl	8%
COc1ccc(N(CC(=O)Nc2ccc(C(=O)N3CCOCC3)cc2)S(=O)(=O)c2ccccc2)cc1	2%
O=C1c2ccccc2C(=O)C2C3c4ccccc4C(c4ccccc43)C12 (stereo unspecified)	22%
Cc1cc(C)c(NC(=O)c2ccc(N(C)C)cc2)c(C)c1	2%
CCCCc1ccc(N=N/C(C(=O)Nc2ccc(NC(C)=O)cc2OC)=C(\C)O)cc1	14%
CCOc1cc(/C=N/NC(=O)C(=O)N/N=C/c2ccc(O)c(OCC)c2)ccc1O	0%
O=C(COc1ccc(Br)cc1)Nc1nc2ccccc2s1	3%
CCCCC/C(=N/Nc1ccccc1[N+](=O)[O-])c1ccccc1	25%
O=C(NCc1cccnc1)c1cccc(Br)c1	0%
C=CCOc1ccc(C=C2C(=O)NC(=O)NC2=O)cc1OC	9%
CCC(=O)N1CCN(c2ccc(C(F)(F)F)cc2[N+](=O)[O-])CC1	7%
COc1ccc(-n2c(C)cc(/C=C(/C#N)C(=O)Nc3ccccc3C)c2C)cc1	7%
CC(C)(C)c1csc(NC(=O)c2ccc(F)cc2)n1	4%
COCCN1C(=O)C(=O)/C(=C(/O)c2ccccc2)C1c1ccc(C(C)C)cc1 (stereo unspecified)	0%
Cc1ccc(/C=C2\SC(N3CCC(C)CC3)=NC2=O)cc1	8%
CC1CCN(c2nc3ccccc3n3cnnc23)CC1	18%
Cc1cccc(C2C(=O)c3ccccc3C2=O)c1C	13%
O=C(O)C1C2C=CC3(CN(Cc4ccccc4)C(=O)C13)O2 (stereo unspecified)	0%
Cc1ccc(C(=O)Nc2ncccn2)o1	9%
COc1ccc(NC(=O)C2C3C=CC(O3)C2C(=O)O)c(OC)c1 (stereo unspecified)	0%
O=C(N/N=C/c1cc([N+](=O)[O-])ccc1O)c1cc(O)cc(O)c1	1%
O=C(Nc1ccccc1C(F)(F)F)c1ccccc1Br	7%

(further entries)
SMILES	RNase H inhibition
CC1=NN(c2ccc(C)cc2)C(=O)/C1=C/c1ccc(-c2cccc(C(=O)O)c2)o1	15%
CC(=O)c1ccc(NS(=O)(=O)c2cccc(S(=O)(=O)c3ccc(Br)cc3)c2)cc1	7%
COc1cc(NS(=O)(=O)c2ccc(NC(=O)/C(=C\c3ccccc3OC)NC(=O)c3ccccc3)cc2)nc(OC)n1	16%
O=C(N/N=C/CCC1CCCCC1)c1cccc2ccccc12	9%
O=C1N=C2N(CCN3CCOCC3)c3ccccc3N2/C1=C/c1ccccc1[N+](=O)[O-]	6%
COCCCNC(=O)CN(c1cc(Cl)ccc1OC)S(=O)(=O)c1ccc(C)c([N+](=O)[O-])c1	8%
